GLP-1R inv ag – acts as inverse agonist at human GLP-1 receptor; P43220; HEK293 GLP-1R CRE-luciferase, luminescence, 24 h; GLP-1R form is constitutively active; Potency, µM (titrated, usually from 38.3 µM), without a hit: at the highest dose activity change, negative = inhibition, actives largely listed as inhibitors; actives 1.6% (n = 410,000); further: potency means the concentration at half of the fitted maximal effect; on the % scale 0 is the no-effect control and ±100 the full control effect; nearly all actives have a fitted effect of over 55% in size
Target sequence (P43220 whole entry, looked up): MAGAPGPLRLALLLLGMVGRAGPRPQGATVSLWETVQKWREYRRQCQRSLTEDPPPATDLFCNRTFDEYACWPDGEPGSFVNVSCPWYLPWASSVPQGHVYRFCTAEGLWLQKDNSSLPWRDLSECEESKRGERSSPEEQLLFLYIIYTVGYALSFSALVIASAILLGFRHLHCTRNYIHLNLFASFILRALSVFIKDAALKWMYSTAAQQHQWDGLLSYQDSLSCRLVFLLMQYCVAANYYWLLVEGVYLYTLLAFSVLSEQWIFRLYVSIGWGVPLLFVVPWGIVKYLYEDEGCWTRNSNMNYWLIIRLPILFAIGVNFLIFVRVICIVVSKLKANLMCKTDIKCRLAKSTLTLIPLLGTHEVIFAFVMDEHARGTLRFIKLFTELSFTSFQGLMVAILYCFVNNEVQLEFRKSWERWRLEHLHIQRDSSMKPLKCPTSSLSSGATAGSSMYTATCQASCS
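HEK293 cells stably co-expressing constitutively active GLP-1R and a cAMP-responsive luciferase reporter were seeded in DMEM with 10% Nu serum, given compounds after 12 h, and incubated 24 h at 37 deg C. Luminescence was then read.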
PTHR1 ag – agonists of human PTHR1 parathyroid hormone receptor | AID 743266 | HEK293 GP2 PTHR1 cells, GloSensor cAMP luminescence, 1 h | actives 0.075% (n = 410,000) | Q03431 | Potency, µM (series often up to 115 µM), for the others: at the top dose activation, hits mostly activators; further: potency means the concentration at half of the fitted maximal effect; nearly all actives have a fitted effect of over 55% in size; some results filed as inactive show a strong effect at the top dose; inactives centre near -15; many of its hits are not listed in these tables
Target sequence (Q03431 whole entry, looked up): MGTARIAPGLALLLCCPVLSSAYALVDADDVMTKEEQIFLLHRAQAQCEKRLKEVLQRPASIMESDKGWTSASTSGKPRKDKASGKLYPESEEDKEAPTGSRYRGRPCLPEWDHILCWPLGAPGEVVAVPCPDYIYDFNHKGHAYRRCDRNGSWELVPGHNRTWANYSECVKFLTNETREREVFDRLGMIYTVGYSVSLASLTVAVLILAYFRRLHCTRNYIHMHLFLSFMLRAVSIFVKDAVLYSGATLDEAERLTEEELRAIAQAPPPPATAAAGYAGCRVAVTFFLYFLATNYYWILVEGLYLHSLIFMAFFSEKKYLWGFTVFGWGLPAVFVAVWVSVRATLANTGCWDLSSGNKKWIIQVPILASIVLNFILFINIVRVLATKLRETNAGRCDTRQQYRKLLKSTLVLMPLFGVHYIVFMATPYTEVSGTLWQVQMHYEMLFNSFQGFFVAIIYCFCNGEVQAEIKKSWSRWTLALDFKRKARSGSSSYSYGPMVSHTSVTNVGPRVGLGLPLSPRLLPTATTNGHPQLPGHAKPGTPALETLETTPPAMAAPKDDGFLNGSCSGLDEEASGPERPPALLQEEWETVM
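HEK-293-derived GP2 cells expressing PTHR1 and a GloSensor cAMP reporter, 3,000/well, plated overnight, given luciferin plus IBMX (each 0.5 mM as added) for 1 h at 37 °C, then compound for 1 h at 37 °C. Luminescence was read after 15 min at room temperature.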
FUS suppressor – suppressors of FUS proteinopathy in yeast. S. cerevisiae FUS-expressing, growth rescue, OD600, 24 h. Potency, µM (highest dose often 76.6 µM), for the others: at the highest dose growth rescue (activation), actives largely listed as activators. actives 0.24% (n = 390,000);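 further: potency means the concentration at half of the fitted maximal effect; plate controls were DMSO vehicle for no effect and reference control for full effect; nearly all actives have a fitted effect of over 55% in size; some results filed as inactive show a strong effect at the top dose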
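Cultures pregrown in 2.5% raffinose medium are shifted to minimal medium containing 2% galactose to express toxic FUS. Compounds are tested at several concentrations. After 24hr at 30C, growth is quantified at 600 nm absorbance.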
pAkt inh – Akt phosphorylation inhibition | activity change, % for hits at 50 µM | actives 0.32% (n = 360,000) | AID 651550 | Neuro2A IGF-stimulated pAkt S473 HTRF, 20 min; stronger effect = lower value; in the data active means activity change below about -80%; inconclusive means mostly about -51% to -80%; further: on the % scale 0 is the no-effect control and ±100 the full control effect
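Single-point screen (50 µM final compound) in Neuro2A cells stimulated 20 min with 6 nM IGF at 37 deg C. After lysis, Ser473-phosphorylated Akt read by HTRF (ex 330 nm, em 615/665 nm) as the 665/615 ratio.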
Abeta yeast res – compounds reversing amyloid beta toxicity in yeast; Potency, µM (highest dose often 46.1 µM), inactives show at the top dose growth rescue, hits mostly activators; yeast expressing A-beta42, growth rescue, OD600, 48 h; response scale: 0% DMSO, 100% iron-clioquinol control; AID 1347071; actives 0.063% (n = 410,000); further: potency means the concentration at half of the fitted maximal effect; nearly all actives have a fitted effect of over 55% in size
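Yeast growth medium received pinned compounds, then yeast cells expressing toxic A-beta were added; plates incubated at 30 C for 48 hr. Growth read as absorbance at 600 nm, normalized to DMSO and equimolar FeCl3 plus clioquinol controls.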
aSyn yeast inh – rescues yeast growth from alpha-synuclein toxicity; actives 0.14% (n = 370,000); Potency, µM (titrated, usually from 46.1 µM), for inactives: at the highest dose growth rescue (activation), actives largely listed as activators; Yeast expressing alpha-synuclein, growth rescue, BacTiter-Glo, 24 h; further: potency means the concentration at half of the fitted maximal effect; % of control where 0% means no effect; nearly all actives have a fitted effect of over 65% in size
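Galactose-induced alpha-syn yeast (OD600=0.02, raffinose-pregrown) + pinned cpd, 24 hr, 30 deg C; growth by BacTiter-Glo luminescence. Growth restoration scores as activation.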
HEK293 tox – cytotoxic in the GLP-1 receptor inverse agonist counter-screen. HEK293 cAMP-luciferase reporter cells, luminescence, 24 h. Potency, µM (series often up to 38.3 µM), without a hit: at the top dose activity change, negative = inhibition, actives largely listed as inhibitors. actives 0.13% (n = 410,000). AID 624418;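 further: loss of luciferase light is scored as toxicity; potency means the concentration at half of the fitted maximal effect; on the % scale 0 is the no-effect control and ±100 the full control effect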
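Quantitative HTS format, 1536 wells, 200 cells/uL seeded. Compounds: 23 nL, 24 h, 37 °C. Detection: luciferase reagent, luminescence at 12 min RT; decreased signal taken as cytotoxic.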
TDP43 rescue – rescues yeast growth from TDP-43 toxicity; Potency, µM (series often up to 46.1 µM), for inactives: top-dose growth rescue (activation), actives largely listed as activators; actives 1.8% (n = 410,000); TDP-43 expressing yeast growth rescue, BacTiter-Glo, 24 h; AID 652104; further: potency means the concentration at half of the fitted maximal effect; % of control where 0% means no effect; nearly all actives have a fitted effect of over 50% in size
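Galactose-induced TDP-43 yeast, OD600=0.02, compound pinned; 24 hr, 30 deg C; BacTiter-Glo luminescence for growth. Inhibitors of TDP-43 toxicity read as activators.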
Mm-Cpn inhibitor – inhibitors of Methanococcus maripaludis chaperonin (MmCpn) | purified Mm-Cpn ATPase, ADP Transcreener TR-FRET | Potency, µM (series often up to 76.9 µM), for the others: at the highest dose activity, negative = inhibition, hits mostly inhibitors | actives 0.031% (n = 330,000) | AID 504842; further: potency means the concentration at half of the fitted maximal effect; on the % scale 0 is the no-effect control and ±100 the full control effect; nearly all actives have a fitted effect of over 80% in size
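Purified archaeal chaperonin (25 nM final) was preincubated with compound for 10 min at 37°C, then ATP (10 uM final) was added for 30 min at 37°C in Tris pH 7.4/KCl/MgCl2/DTT buffer. ADP was quantified by HTRF Transcreener TR-FRET.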
An asterisk follows results filed as active; [ ] = remark or other dose. Unless noted, the call rests on the fitted dose curve; in most records, active means well fitted curve in the direction sought with a large enough effect; inconclusive means small, poorly fitted or top-dose-only effect, or another doubt; inactive means no such curve, though single readings can be large; an effect the other way counts as inactive or inconclusive.

CCCOC(=O)c1[nH]c2c(c1C)C(=O)CC(c1cccs1)C2 (configuration not stated) was read as GLP-1R inv ag -25%, PTHR1 ag -20%, FUS suppressor 7%, pAkt inh inactive, Abeta yeast res -8%, aSyn yeast inh -1%, HEK293 tox -2%, TDP43 rescue -14% and Mm-Cpn inhibitor 2%.
Cc1ccc(/C=N/NC(=O)CCCOc2ccc(Cl)cc2Cl)cc1[N+](=O)[O-] was read as GLP-1R inv ag inconclusive, PTHR1 ag -5%[57.5 µM], FUS suppressor 8%, pAkt inh inactive, Abeta yeast res 10%, aSyn yeast inh 4%, HEK293 tox -35%, TDP43 rescue -1% and Mm-Cpn inhibitor -16%.
`O=c1oc2c3c(nn2c2ccccc12)CCCC3` gave GLP-1R inv ag -5%, PTHR1 ag -9%[57.5 µM], FUS suppressor -12%, pAkt inh inactive, Abeta yeast res -43%[inhibitor], aSyn yeast inh -9%, HEK293 tox -7%, TDP43 rescue -19% and Mm-Cpn inhibitor -1%.
CC(C)n1c(SCC(=O)Nc2ccccc2)nc2c1c(=O)[nH]c(=O)n2C was read as GLP-1R inv ag 52%[activator], PTHR1 ag inactive, FUS suppressor -6%, pAkt inh inactive, Abeta yeast res -5%, aSyn yeast inh -5%, HEK293 tox 10%, TDP43 rescue 14% and Mm-Cpn inhibitor 0%.
O=C1NC(=NCc2ccccc2)NC1(c1ccccc1)c1ccccc1 was read as GLP-1R inv ag -7%, PTHR1 ag -14%, FUS suppressor 10%, pAkt inh inactive, Abeta yeast res 1%, aSyn yeast inh 5%, HEK293 tox 0% and TDP43 rescue -6%.
Screening COc1cccc(-c2csc(N3CCN(CC(=O)NNC(=O)c4ccc(Cl)cc4)CC3)n2)c1 returned GLP-1R inv ag 0%, PTHR1 ag -34%[inhibitor][57.5 µM], FUS suppressor 3%, pAkt inh inactive, Abeta yeast res -12%, aSyn yeast inh -3%, HEK293 tox 1%, TDP43 rescue -4% and Mm-Cpn inhibitor -1%.
For CCOc1ccc(N2C(=O)c3ccccc3C2=O)cc1 the results were GLP-1R inv ag 5%, PTHR1 ag inactive, FUS suppressor 3%, pAkt inh inactive, Abeta yeast res 12%, aSyn yeast inh -12%, HEK293 tox -19%, TDP43 rescue -1% and Mm-Cpn inhibitor 0%.
S=c1[nH]nc(C2CC2c2ccc(Cl)cc2)n1-c1ccc(Cl)cc1 (configuration not stated) was read as GLP-1R inv ag -9%, PTHR1 ag inactive, FUS suppressor 6%, pAkt inh inactive, Abeta yeast res inconclusive, aSyn yeast inh 14%, HEK293 tox 55%[activator], TDP43 rescue inconclusive and Mm-Cpn inhibitor -2%.
For COCCNC(=O)CC(=O)N/N=C/c1cccc(C(=O)OC)c1 the results were GLP-1R inv ag 3%, PTHR1 ag inactive, FUS suppressor 1%, pAkt inh inactive, Abeta yeast res -11%, aSyn yeast inh 2%, HEK293 tox 3%, TDP43 rescue 6% and Mm-Cpn inhibitor inconclusive.
Cc1cccc2nc3ccccc3cc12 was read as GLP-1R inv ag 4%, PTHR1 ag inactive, FUS suppressor -11%, pAkt inh inactive, Abeta yeast res 6%, aSyn yeast inh 0%, HEK293 tox 3% and TDP43 rescue inconclusive.
Screening O=C(NCCc1ccccc1Cl)c1ccc2nc3ccccc3c(=O)n2c1 returned GLP-1R inv ag 0%, PTHR1 ag 1%, FUS suppressor -18%, pAkt inh inactive, Abeta yeast res 2%, aSyn yeast inh 4%, HEK293 tox 14%, TDP43 rescue inconclusive and Mm-Cpn inhibitor 0%.
`COc1ccc(C)cc1NC(=O)c1cc2ccccn2n1` gave GLP-1R inv ag 5%, PTHR1 ag inactive, FUS suppressor 8%, Abeta yeast res -20%, HEK293 tox 15% and TDP43 rescue 23%.
O=C(O)CN1C(=O)/C(=C\c2ccccc2OCc2ccc(F)cc2)SC1=S was read as GLP-1R inv ag inconclusive, PTHR1 ag inconclusive, FUS suppressor 24%, pAkt inh inactive, Abeta yeast res -8%, aSyn yeast inh -47%[inhibitor], HEK293 tox -20%, TDP43 rescue -6% and Mm-Cpn inhibitor 2%.
COC(CNC(=O)c1ccc2c(c1)nc(C)n2-c1ccc(F)c(F)c1)OC was read as GLP-1R inv ag 2%, PTHR1 ag inactive, FUS suppressor 15%, pAkt inh inactive, Abeta yeast res 6%, aSyn yeast inh 12%, HEK293 tox 6%, TDP43 rescue 1% and Mm-Cpn inhibitor 3%.
COc1ccc(C#Cc2ccc(C3=CC(=O)CC(C)(C)C3=O)cc2)cc1 was read as GLP-1R inv ag inconclusive, PTHR1 ag -46%[inhibitor], FUS suppressor 0%, pAkt inh inactive, Abeta yeast res 4%, aSyn yeast inh 2%, HEK293 tox 1% and TDP43 rescue 0%.
`CCCCCCCCCCCC(=O)NC(C(=O)OCC)C(O)c1cccc([N+](=O)[O-])c1` (configuration not stated) gave GLP-1R inv ag inconclusive, PTHR1 ag inactive, FUS suppressor 6%, pAkt inh inactive, Abeta yeast res 0%, aSyn yeast inh -1%, HEK293 tox -19%, TDP43 rescue -6% and Mm-Cpn inhibitor 0%.
CCCOc1ccc(C2c3c(oc4cc(C)c(C)cc4c3=O)C(=O)N2CCCN(C)C)cc1 (configuration not stated) was read as GLP-1R inv ag inconclusive, PTHR1 ag -23%, FUS suppressor 19%, pAkt inh inactive, Abeta yeast res 1%, aSyn yeast inh 4%, HEK293 tox 2%, TDP43 rescue 0% and Mm-Cpn inhibitor -1%.
Screening Cc1cc(NC(=O)c2ccc(NC(=O)C3CCCO3)cc2)ccc1Br (configuration not stated) returned GLP-1R inv ag -24%, PTHR1 ag -42%[inhibitor], FUS suppressor -21%, Abeta yeast res -1%, aSyn yeast inh -9%, HEK293 tox -8%, TDP43 rescue 13% and Mm-Cpn inhibitor 0%.
For COc1ccc(C(=O)N/N=C/c2sc(=O)n(Cc3cccc(C(=O)O)c3)c2Cl)cc1 the results were GLP-1R inv ag -1%, PTHR1 ag -24%, FUS suppressor 30%, pAkt inh inactive, Abeta yeast res 2%, aSyn yeast inh 0%, HEK293 tox -9%, TDP43 rescue 10% and Mm-Cpn inhibitor 1%.
Cc1nn(-c2ccc(F)cc2)c(Cl)c1/C=N/NC(=O)c1ccc(O)cc1 was read as GLP-1R inv ag inconclusive, PTHR1 ag -29%, FUS suppressor 28%, pAkt inh inactive, Abeta yeast res -2%, aSyn yeast inh 1%, HEK293 tox inconclusive, TDP43 rescue -2% and Mm-Cpn inhibitor 0%.
Screening COc1ccnc(CSC(N)=Nc2ccccc2C(F)(F)F)c1 returned GLP-1R inv ag -2%, PTHR1 ag -14%, FUS suppressor 26%, pAkt inh inactive, Abeta yeast res 9%, aSyn yeast inh -2%, HEK293 tox -1%, TDP43 rescue 8% and Mm-Cpn inhibitor 0%.
Screening COc1ccccc1C(=O)N(Cc1ccc(C)o1)C1CCS(=O)(=O)C1 (configuration not stated) returned GLP-1R inv ag 15%, PTHR1 ag inactive, pAkt inh inactive, Abeta yeast res 1%, aSyn yeast inh -5%, HEK293 tox -5%, TDP43 rescue inconclusive and Mm-Cpn inhibitor 0%.
Screening Cc1cccc(CNC(=O)CCCN2C(=O)COc3ccc(C)cc32)c1 returned GLP-1R inv ag -25%, PTHR1 ag inactive, FUS suppressor -8%, Abeta yeast res -10%, HEK293 tox -5% and TDP43 rescue inconclusive.
For Cc1ccc(OCC(=O)NCC(=O)OCc2cc(=O)n3nc(C)sc3n2)cc1 the results were GLP-1R inv ag 4%, PTHR1 ag -9%, FUS suppressor -8%, Abeta yeast res -14%, HEK293 tox -2% and TDP43 rescue 0%.
For Cc1ccc(N/C(N)=N/c2nc(C)cc(N3CCCCC3)n2)c(C)c1 the results were GLP-1R inv ag inconclusive, PTHR1 ag -25%, FUS suppressor -1%, pAkt inh inactive, Abeta yeast res -12%, aSyn yeast inh 2%, HEK293 tox inconclusive, TDP43 rescue 19% and Mm-Cpn inhibitor 1%.
`O=C(c1ccc(CSc2nc3ccncc3n2Cc2cccc(F)c2)cc1)N1CCCCCC1` gave GLP-1R inv ag inconclusive, PTHR1 ag -17%, FUS suppressor 6%, Abeta yeast res -9%, HEK293 tox 0% and TDP43 rescue 6%.
Cc1cccc(N/C(N)=N/c2nc(C)c(Cc3ccccc3)c(=O)[nH]2)c1 was read as GLP-1R inv ag -1%, PTHR1 ag -18%, FUS suppressor -34%, pAkt inh inactive, Abeta yeast res -13%, aSyn yeast inh 0%, HEK293 tox -25%, TDP43 rescue 11% and Mm-Cpn inhibitor 2%.
COc1ccc2c(c1)CCc1cc(C(=O)O)sc1-2 was read as GLP-1R inv ag 45%[activator], PTHR1 ag -24%, FUS suppressor -27%, pAkt inh inactive, Abeta yeast res -10%, aSyn yeast inh 2%, HEK293 tox 4%, TDP43 rescue inconclusive and Mm-Cpn inhibitor -7%.
`Nc1nc(Cl)cc(N2CCC(c3cc(-c4ccc(Cl)cc4Cl)n[nH]3)CC2)n1` gave GLP-1R inv ag inconclusive, PTHR1 ag inactive, FUS suppressor 13µM*, pAkt inh inactive, Abeta yeast res -82%[inhibitor], aSyn yeast inh 17%, HEK293 tox -10%, TDP43 rescue -51%[inhibitor] and Mm-Cpn inhibitor 1%.

These rows are one share of the data; count on the stated rates, not on these rows.
